Screening data as filed in PubChem BioAssay.
POLI inh: qHTS for Inhibitors of Polymerase Iota | DNA polymerase iota (Homo sapiens), Q9UNA4 | Pol iota fluorescent replication assay, 10 min | Potency, µM (top dose mostly 115 µM), for the others: at the highest dose activity, negative = inhibition, most hits filed as inhibitors | actives 1% (n = 390,000) | AID 588590, 2011; further: potency means the concentration at half of the fitted maximal effect
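Fluorescent replication assay read twice, at 0 min and 10 min after adding 50 nM (final) substrate. Enzyme (10 nM) and compounds were first incubated 15 min at room temperature; enzyme-free buffer wells were negative controls.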
APE1 inh: qHTS Assay for Inhibitors of the Human Apurinic/apyrimidinic Endonuclease 1 (APE1); recombinant APE1, TAMRA/BHQ-2 abasic DNA cleavage fluorescence; Potency, µM (titrated, usually from 65.8 µM), inactives show at the highest dose activity change, negative = inhibition, actives largely listed as inhibitors; actives 0.35% (n = 350,000);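 further: potency means the concentration at half of the fitted maximal effect; plate controls were vehicle for no effect and reference inhibitor for full effect; nearly all actives have a fitted effect of over 55% in size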
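Enzyme (0.75 nM final) and test compound are incubated 15 min at room temperature before adding 50 nM quenched THF abasic-site duplex. Cleavage dequenches TAMRA, followed at 525/598 nm over three reads one minute apart.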
RXFP1 antagonist: qHTS Assay for Antagonists of the Relaxin Receptor RXFP1; Relaxin receptor 1 (Homo sapiens), Q9HBX9; HEK293-RXFP1, relaxin-stimulated cAMP HTRF, 30 min; active compounds read low; activity change, negative = inhibition, % at 57.5 µM; actives 0.59% (n = 350,000);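 active means activity change of -60% or lower, but not beyond a set lower limit; inconclusive means change between -60% and -40%, or beyond the set limit; inactive means change above -40%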; further: on the % scale 0 is the no-effect control and ±100 the full control effect
Anesthetic bind: qHTS Assay for Identification of Novel General Anesthetics; Potency, µM (top dose mostly 77.5 µM), for inactives: at the highest dose activity change, negative = displacement, actives largely listed as inhibitors; Ferritin light chain (Equus caballus), P02791; actives 0.074% (n = 350,000); AID 485281, 2010; apoferritin/1-aminoanthracene competitive binding, fluorescence; further: potency means the concentration at half of the fitted maximal effect; on the % scale 0 is the no-effect control and ±100 the full control effect; nearly all actives have a fitted effect of over 20% in size
Target sequence (P02791 2-175 limits assumed): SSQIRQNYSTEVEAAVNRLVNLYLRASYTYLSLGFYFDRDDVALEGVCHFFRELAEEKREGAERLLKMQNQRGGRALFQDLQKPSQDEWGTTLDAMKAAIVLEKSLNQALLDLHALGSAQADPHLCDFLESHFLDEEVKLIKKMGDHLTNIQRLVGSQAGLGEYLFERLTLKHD
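10 uM apoferritin + 50% sat. 1-AMA, PBS; cpd 10 min RT; Ex380/Em535 endpoint; normalized to free probe vs complex; 4-param Hill fit; propofol titration as pos. ctrl.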
POLB inh: qHTS Assay for Inhibitors of DNA Polymerase Beta. P06746. Pol beta primer extension/strand displacement, fluorescence kinetic. Potency, µM (highest dose often 114 µM), for inactives: top-dose activity change, negative = inhibition, most hits filed as inhibitors. actives 1.3% (n = 340,000); further: potency means the concentration at half of the fitted maximal effect; on the % scale 0 is the no-effect control and ±100 the full control effect
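Enzyme-only controls used 10 nM Pol beta; buffer lacking enzyme served as negative control. Compound preincubated 15 min, then 50 nM substrate added; 0 and 10 min reads at room temperature.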
POLH inh: qHTS for Inhibitors of Polymerase Eta; recombinant Pol eta, fluorescent DNA replication assay; Potency, µM (doses to about 114 µM), for inactives: top-dose activity change, negative = inhibition, hits mostly inhibitors; actives 1.2% (n = 390,000); further: potency means the concentration at half of the fitted maximal effect; on the % scale 0 is the no-effect control and ±100 the full control effect
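Fluorescent replication assay: 50 nM final substrate added after a 15 min room-temperature compound preincubation with 10 nM enzyme. Signal taken at 0 min and again at 10 min.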
PGK inhibitor: qHTS Assay to Find Inhibitors of Phosphoglycerate Kinase; Phosphoglycerate kinase, glycosomal (Trypanosoma brucei brucei), P07378; PGK/GAPDH coupled, Kinase-Glo luminescence, 60 min; Potency, µM (top dose mostly 57.5 µM), for inactives: top-dose activity change, negative = inhibition, usual class: inhibitors; actives 0.043% (n = 380,000); AID 602233, 2012; further: potency means the concentration at half of the fitted maximal effect; on the % scale 0 is the no-effect control and ±100 the full control effect; nearly all actives have a fitted effect of over 60% in size
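Recombinant glycosomal PGK reaction used 1,3-bisphosphoglycerate generated in-well by GAPDH (100nM final) in 100mM TEA pH 7.6, 5mM MgCl2, 0.01% Tween-20. After 60 minutes at room temperature, ATP was read by Kinase-Glo Plus luminescence end-point.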
Pol kappa inh: qHTS for Inhibitors of Polymerase Kappa; purified Pol kappa, fluorescent DNA synthesis assay, 10 min; actives 0.53% (n = 400,000); Potency, µM (doses to about 107 µM), for the others: at the highest dose activity, negative = inhibition, usual class: inhibitors; further: potency means the concentration at half of the fitted maximal effect; on the % scale 0 is the no-effect control and ±100 the full control effect
Target sequence (Q9UBT6 whole entry, looked up): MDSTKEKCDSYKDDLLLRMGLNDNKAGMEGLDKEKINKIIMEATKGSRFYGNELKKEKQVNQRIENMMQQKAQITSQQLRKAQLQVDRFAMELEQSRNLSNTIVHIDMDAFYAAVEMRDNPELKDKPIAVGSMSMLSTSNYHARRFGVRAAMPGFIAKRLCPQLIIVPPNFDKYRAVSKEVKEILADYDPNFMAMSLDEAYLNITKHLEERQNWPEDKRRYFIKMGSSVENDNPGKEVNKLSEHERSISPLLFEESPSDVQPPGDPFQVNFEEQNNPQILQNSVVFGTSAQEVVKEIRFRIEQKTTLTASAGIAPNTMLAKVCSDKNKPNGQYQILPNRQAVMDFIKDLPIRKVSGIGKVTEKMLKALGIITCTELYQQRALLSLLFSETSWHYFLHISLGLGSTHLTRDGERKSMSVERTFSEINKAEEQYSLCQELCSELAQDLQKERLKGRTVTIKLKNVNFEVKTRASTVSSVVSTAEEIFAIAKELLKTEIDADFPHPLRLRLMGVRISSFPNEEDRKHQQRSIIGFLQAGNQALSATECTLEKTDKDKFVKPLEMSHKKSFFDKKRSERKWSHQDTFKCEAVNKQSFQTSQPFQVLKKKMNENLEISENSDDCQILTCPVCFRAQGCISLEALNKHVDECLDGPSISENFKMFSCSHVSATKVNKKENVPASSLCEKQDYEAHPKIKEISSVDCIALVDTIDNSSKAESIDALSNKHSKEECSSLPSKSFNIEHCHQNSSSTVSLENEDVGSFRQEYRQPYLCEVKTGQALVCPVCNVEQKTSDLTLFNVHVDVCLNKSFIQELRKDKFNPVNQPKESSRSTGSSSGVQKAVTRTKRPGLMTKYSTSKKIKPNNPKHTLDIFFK
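Inhibition of 10 nM Pol kappa is measured by a fluorescent read-out at 0 and 10 min following addition of 50 nM substrate (final), with a 15-min room-temperature compound preincubation.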
BLM helicase inh: qHTS Assay for Inhibitors of Bloom's syndrome helicase (BLM). RecQ-like DNA helicase BLM (Homo sapiens), P54132. Potency, µM (titrated, usually from 56.1 µM), for the others: top-dose activity change, negative = inhibition, hits mostly inhibitors. recombinant BLM DNA unwinding, fluorescence dequenching. actives 0.2% (n = 350,000);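 further: potency means the concentration at half of the fitted maximal effect; plate controls were vehicle for no effect and no enzyme for full effect; nearly all actives have a fitted effect of over 35% in size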
An asterisk follows results filed as active; i = inactive; ? = inconclusive; . = no result given; & = joins results of further samples; [ ] = remark or other dose. Unless noted, the call rests on the fitted dose curve; in most records, active means well fitted curve in the direction sought with a large enough effect; inconclusive means small, poorly fitted or top-dose-only effect, or another doubt; inactive means no such curve, though single readings can be large; an effect the other way counts as inactive or inconclusive. These rows are one share of the data. The share of hits here may be higher or lower than overall.

canonical_smiles	POLI inh	APE1 inh	RXFP1 antagonist	Anesthetic bind	POLB inh	POLH inh	PGK inhibitor	Pol kappa inh	BLM helicase inh
COc1ccc(S(=O)(=O)N(C)CC(=O)Nc2ccc3c(c2)OCO3)cc1OC	1%	2%	-4	-8%	-1%	7%	-4%	-7%	7%
O=C(NCCN1CCCCC1)/C(=N\O)c1ccccc1	10%	1%	5	-7%	18%	9%	-9%	-20%	-1%
CCOC(=O)C1=CN(C(=O)OC(C)(C)C)C(CN2C(=O)COCC2=O)C1 (stereo not drawn)	-100%	1%	.	3%	.	.	.	?	-12%
CCCCCCc1ccc(OCC(=O)O)cc1OCC(=O)O	4%	2%	5	-13%	0%	8%	9%	-5%	1%
CC(C)(C)C(=O)NNC(=O)c1cc2sccc2s1	21%	4%	-13	8%	-26%	-6%	1%	-9%	-7%
COc1ccc(N2CCN(C(=O)[C@@H](NC(=O)c3ccccc3Cl)C(C)C)CC2)cc1	6%	25%	-7	-2%	19%	-24%	1%	6%	-4%
COc1ccc(CNC(=O)CC2C[C@H](C(=O)N(C(C)C)C(C)C)[C@@]3(C)c4[nH]c5ccccc5c4CCN3C2=O)cc1OC (stereo partly drawn)	2%	-1%	.	.	.	-16%	-10%	5%	.
COc1cc(/C=N/NC(=O)C23CC4CC(CC(C4)C2)C3)cc(Br)c1O	136%[activator]	-1%	2	-24%	4%	-9%	-6%	-12%	-2%
O=C(NCCCN1CCCC1)c1ccc(CSCc2cccc(Cl)c2)o1	17%	4%	9	-7%	0%	-2%	1%	-1%	4%
COc1ccc(C(=O)Nc2cc([N+](=O)[O-])ccc2N2CCN(C)CC2)cc1	4%	-4%	-5	-12%	4%	-19%	4%	-8%	-11%
O=C(NNC(=O)c1ccc(NC(=O)c2ccccc2)cc1)c1ccccc1	?	?	-20	-1%	79µM*	-9%	-6%	-9%	-9%
O=S(=O)(Nc1nccs1)c1cnc(Cl)c(Br)c1	-1%	-2%	-3	-4%	24%	-14%	-9%	-11%	-7%
O=C(NCC1CCCO1)Nc1ccc(Cl)cc1 (stereo not drawn)	12%	8%	-7	-3%	33%	-14%	-5%	1%	-2%
O=S(=O)(Nc1ccc(N2CCCCC2)cc1)c1ccc(F)cc1F	-12%[58.9 µM]	4%	-1	-23%	-1%	-17%	5%	-15%	-6%
CC(=O)c1ccc(NC(=O)CSc2nc(=O)n(Cc3ccncc3)c3c2CCC3)cc1	14%	.	.	-12%	-2%	-16%	-3%	-3%[60.1 µM]	1%
CCCn1c(SCC(=O)NC2CC2)nnc1-c1cccs1	38%[activator]	18%	0	-3%	12%	-11%	-1%	-7%	-1%
O=C(Nc1ccc(F)cc1)c1ccc(S(=O)(=O)N2CCCC2)cc1	34%[activator]	-7%	5	-12%	48%	-6%	-3%	-8%	-5%
CCc1ccc(N2CC34C=CC(O3)C(C(=O)OC)C4C2=O)cc1 (stereo not drawn)	12%	0%	8	-3%	-1%	-18%	-11%	-11%	4%
COc1ccc(NC(=O)C2CCC(CNc3c(N4CCC(C)CC4)c(=O)c3=O)CC2)cc1OC (stereo not drawn)	50%[activator]	-2%	-8	-16%	26%	-6%&-4%	-4%	-4%&4%	-2%
Cc1nn(Cc2ccccc2)c(N)c1C#N	18%	1%	-4	-6%	-25%	0%	3%	-4%	1%
COc1cc(NC(=S)NCc2cccnc2)cc(OC)c1	29%	-10%	0	0%	36%	-12%	-6%	2%	-10%
Cc1nc(N2CCOCC2)nc2c1CCC2	2%	19%	-1	-4%	-1%	-9%	-3%	-5%	-5%
O=C(N/N=C/c1ccccn1)c1ccc(Cl)cc1	56%[activator]	17%	-8	-7%	12%	-7%	-8%	-6%	-7%
CC1CCCCC1NC1=NCCCS1 (stereo not drawn)	.	-1%	.	-5%	-18%	.	.	.	1%
Cc1cnc(C(=O)Nc2ccc(N3CCOCC3)cc2)cn1	2%[58.9 µM]	2%	-13	-2%	-10%	-11%	4%	-19%	1%

Whole records from above:
Results for CC1CCCCC1NC1=NCCCS1 (stereo not drawn) → POLI inh = .; APE1 inh = -1%; RXFP1 antagonist = .; Anesthetic bind = -5%; POLB inh = -18%; POLH inh = .; PGK inhibitor = .; Pol kappa inh = .; BLM helicase inh = 1%
Results for O=C(NCCN1CCCCC1)/C(=N\O)c1ccccc1 → POLI inh = 10%; APE1 inh = 1%; RXFP1 antagonist = 5; Anesthetic bind = -7%; POLB inh = 18%; POLH inh = 9%; PGK inhibitor = -9%; Pol kappa inh = -20%; BLM helicase inh = -1%

Further entries follow.
canonical_smiles	POLI inh	APE1 inh	RXFP1 antagonist	Anesthetic bind	POLB inh	POLH inh	PGK inhibitor	Pol kappa inh	BLM helicase inh
CCCCNC(=O)CN1C(=O)c2c(c3ccccc3n2C)C1c1ccc(OC)cc1 (stereo not drawn)	-5%	.	-25	-7%	-3%	-16%	-1%	-2%	-4%
Cc1cc(NC(=O)COc2cccc([N+](=O)[O-])c2)no1	-7%	3%	-3	-2%	-5%	1%	2%	-12%	-9%
CN(C)C(=O)CCc1ccc2c3c([nH]c2c1)[C@]1(C)[C@@H](C(=O)N2CCCCC2)C[C@H](CC(=O)NCc2cccc(C(F)(F)F)c2)C(=O)N1CC3	33%[activator]	21%	.	.	.	-13%	-1%	8%	.
Cc1cc(C(=O)COC(=O)C23CC4CC(CC(O)(C4)C2)C3)c(C)n1C	50%[activator]	26%	-6	.	.	-6%	i	-20%	.
Cc1nn(-c2ccccc2)c(N)c1C(O)(C(F)(F)F)C(F)(F)F	26%	-1%	11	1%	1%	-14%	8%	-10%	0%
CSc1nc(Cl)c(Cc2ccc(OC(C)C)cc2)c(N(C)C)n1	12%	2%	-16	8%	17%	-18%	-2%	-8%	-3%
O=C(c1ccco1)N1CCN(C(=O)C(Sc2ccccc2)c2ccccc2)CC1 (stereo not drawn)	-15%	4%	-10	8%	2%	-13%	.	5%	0%
CCCNC(=O)COc1ccc(-c2nn(C)c(=O)c3ccccc23)cc1	141%[activator]	2%	-3	-7%	25%	2%	i	-6%	5%
O=C(NCc1csc(-c2cccs2)n1)Nc1ccc(C(F)(F)F)cc1	52%[activator]	-1%	-21	4%	-2%	-18%	-6%	3%	-10%
O=C(CSc1nnc2n1CCCN2)c1ccccc1	36%[activator]	0%	-27	-4%	4%	-3%	6%	-3%	-2%
COC(=O)CCC(=O)OC1(C)C(=O)C=C2C=C(C3CC3)N(Cc3ccccc3)C=C2C1=O (stereo not drawn)	28%	-2%[12.4 µM]	.	-12%	-11%	8%	i	-8%	-3%[12.4 µM]
C/C(N)=C(/C#N)C(=O)CSc1nnc(Nc2ccccc2C)s1	-13%	-2%	5	-24%	?	-3%	-5%	-35%	-7%
CCOC(=O)C1CCCN(S(=O)(=O)c2ccc3ccccc3c2)C1 (stereo not drawn)	48%[activator]	-3%	5	-6%	-1%	-10%	i	-6%	-10%
CC(=O)CC(C)(C)Nc1nc2cc([N+](=O)[O-])ccc2o1	29%	-8%	7	?	?	-20%	-5%	-4%	-1%
Cc1ccc(C(C)C)c(OCC(=O)Nc2c(C(=O)c3ccccc3)oc3ccccc23)c1	33%[activator]	.	-4	-6%	0%	-14%	8%	8%	-4%
COc1ccc([C@@H]2[C@H]3CN(C(C)=O)CC=C3C(C#N)=C(N)C2(C#N)C#N)c2ccccc12	41%[activator]	-6%	-6	-19%	11%	-1%	-5%	4%	-11%
O=C(c1cc2ccccc2oc1=O)N1CCN(c2ccc(N3CCOCC3)nn2)CC1	-10%	-2%	.	-1%	?	-3%	-16%	-25%	0%
CC(C)CC(=O)Nc1cccc2c1C(=O)N(c1ccccc1)C2=O	7%	-4%	-21	-2%	4%	-17%	1%	-2%	0%
COc1ccc(CC(=O)N(C)CC(=O)Nc2c(C)cccc2C)cc1S(=O)(=O)N1CCOCC1	-3%	37%[activator]	10	.	.	-6%	-8%	-6%	.
O=C(CCNC(=O)C1CCN(S(=O)(=O)c2ccc(F)cc2)CC1)NCc1ccccc1Cl	-7%	86%[activator]	2	5%	1%	-7%	-3%	-1%	-2%
Cc1csc(NC(=O)CSc2nnc(Cc3cccn3C)n2CCc2ccccc2)n1	20%	-4%	-36	0%	?	-21%	7%	3%	1%
COc1ccc(C)cc1S(=O)(=O)N(C)CC(=O)Nc1ccccc1	9%	-8%	0	3%	0%	-18%	-1%	-3%	-6%
Cc1ccccc1CNC(=O)c1ccccc1C	-4%	6%	9	?	2%	-5%	-3%	-8%	1%
CCOc1ccc(C(=O)NN2C(=S)NC(C)(C)C=C2C)cc1	6%[58.9 µM]	-1%	4	-6%	32%	-3%	2%	-14%	2%
Cn1c(Cn2cnc3ccccc32)nnc1SCc1ccccc1	16%	-5%	-13	-8%	23%	5%	-1%	-3%	0%
COC(=O)c1c(C)[nH]c(C(=O)CN(C)CC(=O)Nc2cccc(F)c2)c1C	29%	-17%	-7	.	.	-15%	-3%	11%	.
CC(=O)C(C(c1ccccc1)N1CCOCC1)N1CCOCC1 (stereo not drawn)	?	.	0	.	.	-6%	-3%	-1%	.
Cc1nnc(Sc2c(N)n(C)c(=O)n(C)c2=O)s1	15%	-6%	-5	-7%	-1%	-16%	14%	5%	0%
CC(C)(C)c1ccc(C(=O)NCC(=O)OCC(=O)c2ccc3c(c2)-c2ccccc2C3)cc1	2%	8%	-10	-3%	-4%	-15%	-5%	-1%	0%
